AMPAR-TARP mod: modulators of AMPA receptor GluA2-stargazin complexes; hit rate 3.5% among 40,000; calls only at 30 µM; O88602+P19491; HEK293 GluA2+stargazin, membrane potential dye (FDSS), glutamate EC50; hits were called plate by plate, in both directions;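 active = any of four per-well response measures lying three or more SD from its plate-wide compound average, in either direction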
Target sequence (O88602 whole entry, looked up): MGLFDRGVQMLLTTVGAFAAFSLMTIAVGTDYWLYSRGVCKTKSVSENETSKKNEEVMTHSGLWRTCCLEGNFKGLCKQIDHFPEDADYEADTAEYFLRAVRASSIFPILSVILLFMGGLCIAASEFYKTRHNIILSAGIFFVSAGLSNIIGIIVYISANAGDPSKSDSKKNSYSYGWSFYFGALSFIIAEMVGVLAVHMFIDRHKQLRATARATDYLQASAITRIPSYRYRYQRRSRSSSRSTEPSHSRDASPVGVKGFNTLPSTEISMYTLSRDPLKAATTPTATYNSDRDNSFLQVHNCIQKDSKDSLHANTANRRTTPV
Target sequence (P19491 whole entry, looked up): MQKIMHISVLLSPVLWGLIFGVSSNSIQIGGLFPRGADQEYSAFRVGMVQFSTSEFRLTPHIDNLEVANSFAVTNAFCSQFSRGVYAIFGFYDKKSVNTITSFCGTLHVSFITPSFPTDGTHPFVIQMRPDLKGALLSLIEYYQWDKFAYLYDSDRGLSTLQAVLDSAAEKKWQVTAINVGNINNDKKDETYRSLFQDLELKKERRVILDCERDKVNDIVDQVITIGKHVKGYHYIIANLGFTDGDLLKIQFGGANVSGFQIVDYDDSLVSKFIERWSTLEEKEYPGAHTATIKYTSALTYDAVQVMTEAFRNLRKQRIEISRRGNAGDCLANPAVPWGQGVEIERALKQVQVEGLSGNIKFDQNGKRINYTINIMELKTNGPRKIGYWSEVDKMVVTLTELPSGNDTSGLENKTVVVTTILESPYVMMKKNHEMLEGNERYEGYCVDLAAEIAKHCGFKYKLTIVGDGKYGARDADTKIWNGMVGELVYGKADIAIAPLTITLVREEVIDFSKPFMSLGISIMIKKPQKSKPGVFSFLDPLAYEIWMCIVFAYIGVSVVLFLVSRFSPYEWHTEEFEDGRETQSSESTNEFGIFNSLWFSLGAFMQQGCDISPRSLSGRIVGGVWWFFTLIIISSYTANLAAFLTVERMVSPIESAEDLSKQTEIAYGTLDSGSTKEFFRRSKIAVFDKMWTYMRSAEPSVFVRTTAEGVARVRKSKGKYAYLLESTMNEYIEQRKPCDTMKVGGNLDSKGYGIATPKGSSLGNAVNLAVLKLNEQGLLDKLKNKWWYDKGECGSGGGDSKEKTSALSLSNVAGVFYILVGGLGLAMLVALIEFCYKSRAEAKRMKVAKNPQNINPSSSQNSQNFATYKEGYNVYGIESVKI
AMPAR-TARP mod agonism max-min: second read-out of AMPAR-TARP mod, no call of its own (marks repeat the call); compound max-min signal; compound-alone response (agonism);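 unitless range of fluorescence divided by baseline over first 100 seconds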
AMPAR-TARP mod glutamate slope: further read-out of AMPAR-TARP mod, marked with its call; glutamate slope, % of max; measured here: glutamate response slope, % max;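 scaled per plate between vehicle wells and maximal 1 mM glutamate control wells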
Numbers without * were called inactive; i = inactive; + = active, no number. A portion of the library (hit frequency here may not be typical).

no. | molecule | AMPAR-TARP mod | AMPAR-TARP mod agonism max-min | AMPAR-TARP mod glutamate slope
1 | CN(C)C(CNS(=O)(=O)c1ccc2c(c1)CCCC2)c1cccs1 (centres undefined) | i | 0.059 | 70.4
2 | CCSc1ccc(CC(=O)N2CCN(c3ccccc3)CC2)cc1 | i | 0.0788 | 64.4
3 | O=C(Cc1csc(Nc2ccc(F)cc2)n1)NCc1c(F)cccc1F | i | 0.161 | 57.7
4 | O=C(NCC(c1ccco1)N1CCOCC1)c1ccco1 (centres undefined) | i | 0.0693 | 35.7
5 | CCNC(=O)NCC1CCN(C(=O)NC(C)(C)C)CC1 | i | 0.0556 | 33.6
6 | O=C(NCC(c1cccc2ccccc12)N1CCCC1)Nc1ccccc1 (centres undefined) | i | 0.084 | 54.1
7 | COc1cccc(N2CC(c3nc4ccccc4n3Cc3ccccc3Cl)CC2=O)c1 (centres undefined) | + | 0.0825* | 9.0*
8 | COC(=O)c1ccc(/C=C2\Oc3cc(OS(C)(=O)=O)ccc3C2=O)cc1 | i | 0.117 | 72.5
9 | CCCCN1C(=O)CCc2cc(NC(=O)c3cccc(OC)c3)ccc21 | i | 0.0676 | 53.1
10 | O=C(c1ccccc1)c1ccc(OCC(O)Cn2cnc3ccccc32)cc1 (centres undefined) | i | 0.118 | 70.5
11 | Cc1nnc(NC(=O)CSc2ccc(-c3cc(C)c(C)cc3C)nn2)s1 | i | 0.0252 | 67.7
12 | CCCc1nnsc1C(=O)N1CCN(Cc2nc(-c3ccc(F)cc3)cs2)CC1 | + | 0.134* | 68.0*
13 | CCOC(=O)Cn1c(=O)c2c(nc3n(-c4cc(C)ccc4OC)c(C)cn23)n(C)c1=O | i | 0.0567 | 44.5
14 | Cc1ccc(NC(=O)C(=O)NCC2CCN(c3ncccn3)CC2)cc1F | i | 0.0927 | 61.3
15 | CCNC(=O)C1CCN(c2cc(SCC(=O)Nc3ccccc3C)ncn2)CC1 | i | 0.0942 | 53.4
16 | COc1ccc(CCNC(=O)Cc2cc(-c3ccccc3F)on2)cc1OC | i | 0.0549 | 31.6
17 | COCCCn1c(-c2ccccc2)nc2c(c(=O)c3ccccc3n2C)c1=O | i | 0.16 | 27.5
18 | COC(=O)C1C(=O)C2=C(CC1C)NC(C)=C(C(=O)OC(C)C)C2c1ccc(C)c([N+](=O)[O-])c1 (centres undefined) | i | 0.133 | 57.7
19 | COc1ccccc1-n1c(C)cn2c3c(=O)n(Cc4cccc(C)c4)c(=O)n(C)c3nc12 | i | 0.0882 | 68.8
20 | CCNc1nc(C)c([N+](=O)[O-])c(NCc2ccco2)n1 | i | 0.101 | 67.1
21 | CSc1ccccc1CN1CCC(CNC(=O)c2ccc(Cl)s2)CC1 | i | 0.0638 | 37.7
22 | CCc1nnc(-c2ccc(NC(=O)c3ccccc3)cc2)o1 | i | 0.081 | 63.4
23 | COc1ccc(CNC(=O)Cn2nc3c(c2NC(=O)/C=C\c2ccccc2)CSC3)cc1 | i | 0.165 | 54.9
24 | Cc1ccc(NC(=O)Cn2c(=O)c3c(N4CCN(C(=O)C5CC5)CC4)ccnc3n(C)c2=O)cc1 | i | 0.126 | 67.0
25 | COc1ccc(NC(=O)COc2ccccc2C)cc1N1CCCCC1=O | i | 0.0465 | 42.7
26 | CSc1ccccc1NC(=O)c1ccc(=O)n(Cc2cc(C)ccc2C)c1 | + | 0.0975* | 59.1*
27 | COc1ccc(NC(=O)CN2CCN(c3ccccc3F)CC2)cc1 | i | 0.0741 | 43.4
28 | Cc1ccc(N2CCN(S(=O)(=O)c3ccc(Cl)c(Cl)c3)CC2)c(C)c1 | i | 0.0763 | 61.5
29 | CSc1cccc(NC(=O)C(=O)NCC(c2ccc(C)cc2)N2CCOCC2)c1 (centres undefined) | i | 0.0493 | 55.8
30 | Cn1nnc2c(SCC(=O)NCc3ccco3)ncnc21 | i | 0.0292 | 40.9

Retrieved by structure from the list above:
no. | molecule | AMPAR-TARP mod | AMPAR-TARP mod agonism max-min | AMPAR-TARP mod glutamate slope
30 | Cn1nnc2c(SCC(=O)NCc3ccco3)ncnc21 | i | 0.0292 | 40.9
20 | CCNc1nc(C)c([N+](=O)[O-])c(NCc2ccco2)n1 | i | 0.101 | 67.1

Carrying on.
no. | molecule | AMPAR-TARP mod | AMPAR-TARP mod agonism max-min | AMPAR-TARP mod glutamate slope
31 | Cc1cc(C)c(S(=O)(=O)Nc2ccc3c(c2)N(S(=O)(=O)c2ccccc2)CCC3)c(C)c1 | i | 0.104 | 67.3
32 | COc1ccc(CNC(=O)c2ccc3c(=O)nc4c(-c5ccc(Cl)cc5)n[nH]n4c3c2)cc1 | i | 0.0904 | 44.5
33 | O=C(CS(=O)(=O)c1ccc(Br)s1)N1CCN(c2ccccc2F)CC1 | i | 0.0995 | 51.1
34 | COc1cc(/C=C/C(=O)O)ccc1S(=O)(=O)N1CCCc2ccccc21 | i | 0.115 | 67.3
35 | Cc1n[nH]c(C)c1NC(=O)c1cc2cc([N+](=O)[O-])ccc2oc1=O | i | 0.0969 | 51.3
36 | CCN(CC)CCNC(=O)c1cc2cc(Br)cc(OC)c2oc1=O | i | 0.126 | 61.3
37 | CCCCOc1ccc(C(=O)NCCNc2cc(-n3ccnc3C)ncn2)cc1 | i | 0.0686 | 40.9
38 | COc1ccc(CN2C(=O)c3cccc4cccc(c34)C2=O)cc1S(=O)(=O)N1CCCCC1 | i | 0.117 | 68.5
39 | CCOC(=O)C1=C(C)NC(=O)NC1c1ccc(N(CC)CC)cc1 (centres undefined) | i | 0.14 | 69.1
40 | N#Cc1ccc(Cl)cc1NC(=O)C(=O)NCC(O)c1ccsc1 (centres undefined) | i | 0.113 | 39.0
41 | Cc1cc(C)c(-c2ccc(SCC(=O)N3CCc4ccccc43)nn2)cc1C | i | 0.0339 | 46.8
42 | O=C1C2C3C=CC(C3)C2C(=O)N1Cc1ccco1 (centres undefined) | i | 0.0835 | 36.4
43 | COc1ccc(OC)c(-c2ccc(=O)n(CCNC(=O)Nc3ccc(Cl)cc3)n2)c1 | i | 0.123 | 38.6
44 | CSc1nn(C(=O)CCl)c(N)c1S(=O)(=O)c1ccccc1 | i | 0.0958 | 56.0
45 | CS(=O)(=O)N1CCC(CNC(=O)NC(c2ccccc2)c2ccccc2)CC1 | i | 0.0739 | 58.3
46 | COc1ccc(S(=O)(=O)CCC(=O)Nc2nc3c(s2)C(=O)CC(C)(C)C3)cc1 | i | 0.0759 | 67.4
47 | Cc1nc2sccn2c1-c1nnc(SCC(=O)NCc2ccc(F)cc2)n1C | i | 0.0844 | 66.2
48 | COc1cc(COCC2CCN(CC(=O)NCc3ccccc3Cl)CC2)cc(OC)c1 | i | 0.0583 | 62.4
49 | NS(=O)(=O)c1ccc(CNC(=O)C2CCCN(c3cc(-n4cccn4)ncn3)C2)cc1 (centres undefined) | i | 0.0911 | 54.3
50 | COC(=O)N1CCC(CNC(=O)C(=O)NC(C)c2ccccc2)CC1 (centres undefined) | i | 0.0954 | 51.3
51 | COc1ccc(Cl)cc1NC(=O)CSc1nccn2nc(-c3ccccc3)cc12 | i | 0.121 | 50.5
52 | CN1CCN(S(=O)(=O)c2ccc(NC(=O)c3ccc(Br)o3)cc2)CC1 | i | 0.107 | 54.2
53 | COC(=O)N1CCC(CNS(=O)(=O)c2cc(C)c(Cl)cc2Cl)CC1 | i | 0.0954 | 62.6
54 | CCCN1CCCc2cc(CCNC(=O)C(=O)Nc3c(C)cc(C)cc3C)ccc21 | i | 0.0593 | 27.1
55 | Cc1nc(-c2ccccc2)sc1CC(=O)NCCSc1nncn1C | i | 0.1 | 66.8
56 | O=C1Cc2cc(NC(=O)NC(c3ccccc3)c3ccccc3)ccc2N1 | i | 0.104 | 46.0
57 | Cn1c(=O)c2c(nc(N3CCOCC3)n2C)n(C)c1=O | i | 0.106 | 52.7
58 | COc1ccc(S(=O)(=O)NCC(c2cccn2C)N2CCN(C)CC2)cc1OC (centres undefined) | i | 0.076 | 57.3
59 | CC(=O)Cn1c(=O)c2c(nc3n(-c4cccc(Cl)c4)c(C)cn23)n(C)c1=O | i | 0.0395 | 52.1
60 | CCN1CCN(c2nc3c(c(=O)n(C)c(=O)n3C)n2CC(O)COc2ccccc2)CC1 (centres undefined) | i | 0.151 | 59.8
61 | CCOc1cc(Cl)c(S(=O)(=O)Nc2ccc3cn[nH]c3c2)cc1Cl | i | 0.138 | 64.7
62 | O=C(/C=C\c1ccc2c(c1)OCO2)N1CCN(Cc2nc(-c3cccs3)cs2)CC1 | i | 0.131 | 51.0
63 | COc1ccc(N2CCN(C(CNS(=O)(=O)c3c(C)cc(C)cc3C)c3cccnc3)CC2)cc1 (centres undefined) | i | 0.137 | 60.3
64 | CCOc1ccc(NC(=O)CCCOc2ccc(C(C)(C)C)cc2)cc1 | i | 0.0533 | 48.8
65 | COc1ccc(OC)c(NC(=O)CCc2c(C)nn(-c3nc(C)c(C)c(=O)[nH]3)c2C)c1 | i | 0.109 | 59.8
66 | CC(C)c1ccc(NC(=O)C(=O)NCCN2CCN(c3ccccc3F)CC2)cc1 | i | 0.115 | 50.9
67 | Cc1cc(C)c(S(=O)(=O)Nc2ccc3c(c2)N(S(=O)(=O)c2ccccc2)CCC3)cc1C | i | 0.106 | 76.7
68 | O=C(CCN1C(=O)c2ccccc2S1(=O)=O)Nc1cc(Cl)ccc1O | i | 0.0733 | 45.1
69 | Cc1cc(C)cc(OCC(=O)Nc2ccc(S(N)(=O)=O)cc2)c1 | i | 0.0357 | 33.6
70 | COc1ccc(S(=O)(=O)NCCN2CCN(S(=O)(=O)c3ccc(OC)c(C)c3)CC2)cc1C | i | 0.0625 | 41.6
71 | COc1cc(CSc2nnc(-c3ccncc3)o2)cc(OC)c1 | i | 0.0351 | 49.1
72 | O=C(N1CCCCCC1)N1CCN(C(=O)N2CCCCC2)CC1 | i | 0.0728 | 56.2
73 | Cc1ccc(Cl)cc1S(=O)(=O)NCC1CCN(C2CCCC2)CC1 | i | 0.0508 | 52.2
74 | O=C(NCCN1CCn2cc(OCc3ccccc3)c(=O)cc2C1=O)c1ccc[nH]c1=O | i | 0.0881 | 63.0
75 | COc1ccc(-n2nnc3c(N4CCN(C(=O)c5cc6ccccc6oc5=O)CC4)ncnc32)cc1 | i | 0.0648 | 51.4
76 | O=C(/C=C/c1ccccc1Cl)NCC1CCN(C(=O)COc2ccccc2)CC1 | i | 0.063 | 69.4
77 | Cc1ccc(N2CC(c3nc4ccccc4n3Cc3ccccc3C)CC2=O)cc1 (centres undefined) | i | 0.117 | 68.7
78 | COc1ccc(-c2nnc3ccc(OCCNC(=O)c4ccccc4Cl)nn23)cc1 | i | 0.0507 | 60.4
79 | CCc1ccc(NCc2cc3cc(OC)c(OC)cc3n(CC(=O)Nc3ccccc3)c2=O)cc1 | i | 0.131 | 51.1
80 | COc1ccc(C2NC(=O)N(C)C(C)=C2C(=O)OCCOc2ccccc2)cc1 (centres undefined) | i | 0.0875 | 76.9
81 | COc1ccc(S(=O)(=O)NCCOc2ccc3nnc(C)n3n2)c(OC)c1 | i | 0.0769 | 24.7
82 | CCOC(=O)Cn1c(=O)c2c(nc3n(C4CCCCC4)c(C)c(C)n23)n(C)c1=O | i | 0.0532 | 49.5
83 | Cc1onc(-c2ccccc2Cl)c1C(=O)Nc1ccc2c(c1)N(C(=O)c1ccco1)CC2 | i | 0.0701 | 64.6
84 | O=c1cc(-c2ccccc2)nc(SCc2nc(-c3ccc4c(c3)OCO4)no2)[nH]1 | i | 0.0835 | 50.7
85 | COC(=O)N1CCc2c(sc(N)c2C(N)=O)C1 | i | 0.0446 | 46.7
86 | COCCn1c(=NC(=O)CCS(=O)(=O)c2ccc(OC)cc2)sc2cc(F)cc(F)c21 | i | 0.0839 | 58.6
87 | CCc1nnc2ccc(S(=O)(=O)N(Cc3ccccc3)c3ccccc3)cn12 | i | 0.075 | 58.7
88 | C=CCNC(=O)N1CCN(CC(F)(F)F)CC1 | i | 0.0839 | 54.1
89 | C#CCn1c(=NC(=O)c2cc(C)no2)sc2cc(Cl)ccc21 | i | 0.0571 | 54.4
90 | CCOC(=O)N1CCC(NC(=O)C2CCN(c3cc(Oc4ccc(CC)cc4)ncn3)CC2)CC1 | i | 0.11 | 47.2

(further entries)
no. | molecule | AMPAR-TARP mod | AMPAR-TARP mod agonism max-min | AMPAR-TARP mod glutamate slope
91 | CNC(=O)C(=O)Nc1ccc(N2CCCS2(=O)=O)cc1 | i | 0.0335 | 54.0
92 | COc1cccc(NC(=O)Nc2ccc3c(c2)CN(C(=O)C(C)C)CC3)c1OC | i | 0.0668 | 36.8
93 | Cc1c(-c2ccc(Br)cc2)c(=O)oc2ccc(O)cc12 | i | 0.0957 | 61.3
94 | Cc1nc(-c2cccs2)c(CCC(=O)NCCc2ccccc2)s1 | i | 0.0761 | 46.1
95 | CCOC(=O)CNc1nnnc2c1cnn2-c1ccccc1 | i | 0.121 | 49.9
96 | Cc1noc(C2CN(C(=O)c3ccc(Cn4ccnc4)cc3)C2)n1 | i | 0.157 | 58.5
97 | COc1ccc(OC)c2sc(NC(=O)C3CCCN(S(C)(=O)=O)C3)nc12 (centres undefined) | i | 0.163 | 42.3

Reformatted with values under each structure: entries from further up.
Sequence of screens: AMPAR-TARP mod, AMPAR-TARP mod agonism max-min, AMPAR-TARP mod glutamate slope
#91 CNC(=O)C(=O)Nc1ccc(N2CCCS2(=O)=O)cc1
 : i, 0.0335, 54.0
#92 COc1cccc(NC(=O)Nc2ccc3c(c2)CN(C(=O)C(C)C)CC3)c1OC
 : i, 0.0668, 36.8
#93 Cc1c(-c2ccc(Br)cc2)c(=O)oc2ccc(O)cc12
 : i, 0.0957, 61.3
#94 Cc1nc(-c2cccs2)c(CCC(=O)NCCc2ccccc2)s1
 : i, 0.0761, 46.1
#95 CCOC(=O)CNc1nnnc2c1cnn2-c1ccccc1
 : i, 0.121, 49.9
#96 Cc1noc(C2CN(C(=O)c3ccc(Cn4ccnc4)cc3)C2)n1
 : i, 0.157, 58.5

Screens from PubChem BioAssay.
